ERG-DNA inh: ERG Ets/DNA interaction inhibition. Potency, µM (doses to about 76.9 µM), inactives show at the highest dose FP activity, negative = inhibition, usual class: inhibitors. AID 624246. P11308. hit rate 0.028% among 370,000. fluorescence polarization, His-ERG Ets domain / labelled DNA; active means well fitted inhibition curve with a large enough effect in the polarisation, with a control signal flat; inconclusive means small, poorly fitted or top-dose-only effect, or effect the other way, or a change in a side signal; inactive means no such curve, though single readings can be large or run the other way; the % refers to the polarisation;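 further: polarization taken with two DNA probes labelled with fluorescein and Texas red; potency means the concentration at half of the fitted maximal effect; % of control where 0% means no effect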
Target sequence (P11308 whole entry, looked up, the tested form may be a part): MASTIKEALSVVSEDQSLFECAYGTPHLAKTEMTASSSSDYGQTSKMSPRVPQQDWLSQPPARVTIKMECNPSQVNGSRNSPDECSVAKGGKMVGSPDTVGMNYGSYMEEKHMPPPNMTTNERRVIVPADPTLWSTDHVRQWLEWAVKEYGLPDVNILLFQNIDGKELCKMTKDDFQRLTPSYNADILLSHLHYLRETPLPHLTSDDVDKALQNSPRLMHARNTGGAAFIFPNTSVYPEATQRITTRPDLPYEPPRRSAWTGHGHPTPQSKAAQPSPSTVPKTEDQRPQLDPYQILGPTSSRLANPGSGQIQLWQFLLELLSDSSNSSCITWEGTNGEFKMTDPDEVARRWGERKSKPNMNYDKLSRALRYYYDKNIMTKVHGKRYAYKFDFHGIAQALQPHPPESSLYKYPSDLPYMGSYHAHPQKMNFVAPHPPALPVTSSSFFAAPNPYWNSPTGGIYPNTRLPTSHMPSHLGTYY
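His-tagged ERG Ets domain (1 uM in the protein solution; 300mM KCl, 50mM Tris-HCl, 1mM EDTA, 1mM DTT, pH 7.5) received compound, then a probe mix of 5 nM fluorescein-DNA and 100nM Texas-615-DNA. Fluorescence polarization was read for both dyes.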
Anesthetic bind: binds horse apoferritin like a general anesthetic. AID 485281. hit rate 0.074% among 350,000. Potency, µM (series often up to 77.5 µM), inactives show at the top dose activity change, negative = displacement, hits mostly inhibitors. P02791. apoferritin/1-aminoanthracene competitive binding, fluorescence; further: potency means the concentration at half of the fitted maximal effect; on the % scale 0 is the no-effect control and ±100 the full control effect; nearly all actives have a fitted effect of over 20% in size
Target sequence (P02791 2-175 limits assumed): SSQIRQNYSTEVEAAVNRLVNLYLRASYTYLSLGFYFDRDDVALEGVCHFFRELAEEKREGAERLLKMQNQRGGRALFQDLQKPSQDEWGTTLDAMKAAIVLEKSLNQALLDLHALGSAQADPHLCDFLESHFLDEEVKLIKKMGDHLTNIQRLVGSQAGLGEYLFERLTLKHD
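Probe: 1-aminoanthracene (50% saturated, PBS). Protein: horse-spleen apoferritin, 10 uM. Incubation: 10 min, room temperature. Detection: 380 nm excitation, 535 nm emission. Analysis: normalized response, four-parameter Hill.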
TRHR ag: activates the human TRH receptor | activation, % at 2 µM | P34981 | AID 493084 | hit rate 0.18% among 360,000 | TRHR cells, calcium flux fluo-8, FDSS agonist mode; in the data active means activation above about 30%; further: 0% is about no effect
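Steps: seed TRHR cells overnight; add fluo-8 no-wash Ca dye, RT 30 min–1.5 h; record 10 s baseline; pin-transfer compounds; monitor fluorescence 1 cycle/s for the agonist window. Calcium increases flag candidate agonists.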
ALOX12 inh: blocks human arachidonate 12S-lipoxygenase; P18054; purified 12hLO, xylenol orange hydroperoxide absorbance; Potency, µM (highest dose often 108 µM), for the others: at the highest dose activity change, negative = inhibition, usual class: inhibitors; hit rate 1.1% among 580,000; AID 1671190; further: potency means the concentration at half of the fitted maximal effect; on the % scale 0 is the no-effect control and ±100 the full control effect
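Purified human 12hLO at 150 nM in 25 mM Hepes, 0.01% Triton X-100, pH 7.0, preincubated 15 min at room temperature with compound. Reaction started with 40 uM arachidonic acid, 30 min at room temperature. Hydroperoxide measured by Fe-xylenol orange, 573/405 nm absorbance ratio.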
BLM inh: inhibitors of human Bloom syndrome helicase BLM | Potency, µM (top dose mostly 56.1 µM), for inactives: at the highest dose activity change, negative = inhibition, most hits filed as inhibitors | P54132 | recombinant BLM DNA unwinding, fluorescence dequenching | hit rate 0.2% among 350,000;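 further: potency means the concentration at half of the fitted maximal effect; plate controls were vehicle for no effect and no enzyme for full effect; nearly all actives have a fitted effect of over 35% in size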
POLK inh: inhibitors of human DNA polymerase kappa; Q9UBT6; purified Pol kappa, fluorescent DNA synthesis assay, 10 min; Potency, µM (series often up to 107 µM), for the others: at the top dose activity, negative = inhibition, usual class: inhibitors; hit rate 0.53% among 400,000; AID 588579; further: potency means the concentration at half of the fitted maximal effect; on the % scale 0 is the no-effect control and ±100 the full control effect
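Fluorescent qHTS in 1536-well format: enzyme (10 nM) and compound sat 15 min at room temperature before 50 nM substrate (final) was added. Signal taken at 0 and 10 min; no-enzyme buffer wells were negative controls.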
APEX1 inh: inhibitors of human APE1 endonuclease. hit rate 0.35% among 350,000. Potency, µM (titrated, usually from 65.8 µM), for the others: top-dose activity change, negative = inhibition, hits mostly inhibitors. recombinant APE1, TAMRA/BHQ-2 abasic DNA cleavage fluorescence;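 further: potency means the concentration at half of the fitted maximal effect; plate controls were vehicle for no effect and reference inhibitor for full effect; nearly all actives have a fitted effect of over 55% in size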
Target sequence (P27695 whole entry, looked up): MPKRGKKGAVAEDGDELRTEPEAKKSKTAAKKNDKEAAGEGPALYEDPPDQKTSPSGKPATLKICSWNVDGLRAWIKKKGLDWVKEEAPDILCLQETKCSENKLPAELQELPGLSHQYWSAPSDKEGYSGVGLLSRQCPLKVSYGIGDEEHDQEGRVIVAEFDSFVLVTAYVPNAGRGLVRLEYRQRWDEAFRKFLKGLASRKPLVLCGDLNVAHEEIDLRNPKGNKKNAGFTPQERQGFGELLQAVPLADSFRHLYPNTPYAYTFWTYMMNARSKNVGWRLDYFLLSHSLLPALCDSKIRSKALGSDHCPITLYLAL
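Kinetic fluorescence read (525 ex/598 em nm, three reads 60 s apart) of AP-site incision; signal = third minus first read. Enzyme 0.75 nM, dual-labelled THF duplex 50 nM, compound preincubation 15 min RT.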
POLI inh: DNA polymerase iota (human) inhibition. Pol iota fluorescent replication assay, 10 min. Potency, µM (doses to about 115 µM), for the others: at the top dose activity, negative = inhibition, actives largely listed as inhibitors. hit rate 1% among 390,000. AID 588590; further: potency means the concentration at half of the fitted maximal effect
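Fluorescent replication assay read twice, at 0 min and 10 min after adding 50 nM (final) substrate. Enzyme (10 nM) and compounds were first incubated 15 min at room temperature; enzyme-free buffer wells were negative controls.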
Pol beta inh: inhibitors of human DNA polymerase beta; P06746; Pol beta primer extension/strand displacement, fluorescence kinetic; Potency, µM (highest dose often 114 µM), for inactives: at the highest dose activity change, negative = inhibition, most hits filed as inhibitors; hit rate 1.3% among 340,000; further: potency means the concentration at half of the fitted maximal effect; on the % scale 0 is the no-effect control and ±100 the full control effect
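Homogeneous kinetic assay of primer extension and strand displacement by 10 nM Pol beta, preincubated 15 min at room temperature with compound before 50 nM substrate (final) was added. Read at 0 and 10 min; four-parameter Hill fit.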
* hit, by the source's call; u = inconclusive; x = not tested or not shown; & = joins results of further samples; [ ] = dose if it differs, or a comment. Unless noted, the call rests on the fitted dose curve; in most records, active means well fitted curve in the direction sought with a large enough effect; inconclusive means small, poorly fitted or top-dose-only effect, or another doubt; inactive means no such curve, though single readings can be large; an effect the other way counts as inactive or inconclusive. Only part of the results is shown (hit frequency here may not be typical).

SMILES | ERG-DNA inh | Anesthetic bind | TRHR ag | ALOX12 inh | BLM inh | POLK inh | APEX1 inh | POLI inh | Pol beta inh
CC(C)(C)c1ccc(C(=O)Nc2cccnc2)cc1 | -8% | -14% | 0.4 | 4% | -7% | -12% | 4% | -7% | 5%
CCOc1ccc(S(=O)(=O)NCCC(=O)NCCCSc2ccccc2)cc1 | -10% | x | -0.7 | -14% | x | -3% | -2% | 9% | x
CN(CC(=O)Nc1ccc(Cl)cc1)C(=O)Cn1[nH]c(=O)c2ccccc2c1=O | -2% | x | 0.2 | 4% | x | -4% | 16% | 33%[activator] | x
O=C(NCCN1CCOCC1)c1cc2c(=O)n3ccccc3nc2n1Cc1ccccc1 | 3% | 467%[activator] | 0.2 | -6% | 2% | -12% | -1% | 12% | 6%
O=C(CCN1C(=O)c2ccccc2C1=O)NCCN1CCOCC1 | 2% | 6% | 2.9 | 0% | 1% | 2% | -4% | 5% | 1%
FC(F)(F)c1cccc(Cc2noc(CN3CCSCC3)n2)c1 | -9% | -11% | 0.2 | -3% | -4% | -11% | -2% | 5% | -7%
O=C(c1ccccc1)n1c(=O)c(F)cn(COCCBr)c1=O | 2% | -2% | 1.2 | 5% | -2% | -4% | -8% | 46%[activator] | 12%
Cc1oncc1C(=O)Nc1ccc2ccccc2c1 | 5% | -7% | 0.4 | 213%[activator] | -1% | -2% | 10% | 10% | -19%
COc1cc(Cl)c(C)cc1NC(=O)C1CCN(c2nc3ccccc3n3cccc23)CC1 | 0% | u | 0.2 | -1% | -4% | 1% | x | 19% | -1%
CCN(CC(=O)Nc1c(F)cccc1F)C(=O)CC1CCCC1 | 1% | x | 0.2 | 8% | x | 3% | 49%[activator] | 42%[activator] | x
CCOc1ccc(N2C(=O)CC(Sc3nc(C)cc(C)c3C#N)C2=O)cc1 (centres undefined) | x | -1% | -0.4 | -1% | 6% | -5%[60.1 µM] | 1% | -2% | -1%
C=CCN1C(=O)c2ccc(C(=O)N(CC)CC(=O)Nc3cc(Cl)ccc3C)cc2C1=O | -13% | x | -0.3 | -13% | x | -1% | 2% | -11% | x
CCOc1ccccc1Nc1ccnc2cc(Cl)ccc12 | 15% | -13% | -2.2 | -1% | -5% | -7% | 0% | 25% | u
COc1cc2c(cc1OC)CN(C(=O)CSc1nc(C)cc(C)c1C#N)CC2 | -11% | 51%[activator] | -0.2 | -5% | -7% | -4% | 5% | 24% | 27%
COc1ccc(C2(CNC(=O)/C=C/c3ccco3)CCCC2)cc1OC | 1% | -20% | 0.0 | u | -9% | -22% | 12% | u | -26%
Cc1sc2nc(CSCC(=O)Nc3ccc(N4CCOCC4)cc3)[nH]c(=O)c2c1C | 9% | -4% | 0.1 | -3% | -7% | -17% | 0% | -10% | -12%
O=C(COc1cccc(C(F)(F)F)c1)Nc1ccc2[nH]ncc2c1 | 10% | -13% | 0.4 | 7% | -10% | 6% | 19% | 39%[activator] | 2%
COc1ccc(NC(=O)NNC(=O)COc2ccc(Cl)cc2C)cc1OC | -2% | -9% | -0.2 | -7% | -14% | -19% | 19% | -18% | -9%
CCc1ccc(C(=O)Nc2ccc3c(c2)n(C)c(=O)n3C)cc1 | -4% | -5% | -0.6 | 4% | -5% | -13% | 16% | 124%[activator] | -1%
COc1ccc(OCC(=O)NNC(=S)NC(=O)c2ccc(Br)o2)cc1 | -7% | -4% | -0.4 | u | -2% | -4% | 23% | 19% | 38%
COC(=O)CN(C#N)c1nc(C)cc(C)n1 | 3% | 2% | -0.2 | -2% | -1% | -6% | 4% | u | -26%
O=C(COC(=O)c1cccnc1Nc1cccc(C(F)(F)F)c1)NCc1ccc2c(c1)OCO2 | -6% | -8% | 0.4 | -1%&0% | -5% | -1% | 3% | -1% | u
CCOC(=O)N1CCN(CC(=O)Nc2ccc(F)cc2)CC1 | 11% | -4% | 0.5 | -14% | -2% | 0% | -5% | 13% | 14%
O=C(NC1CC(=O)N(c2cccc(F)c2)C1)C1CCCC1 (centres undefined) | 0% | 0% | 0.3 | -17% | 0% | -8%[60.1 µM] | x | 29% | u
OC1(C(F)(F)F)CC(O)(C(F)(F)F)n2nc(-c3ccccc3)cc2N1 (centres undefined) | -1% | u | -0.8 | -21% | -11% | -10% | -2% | 24% | 14%
Additional compounds
SMILES | ERG-DNA inh | Anesthetic bind | TRHR ag | ALOX12 inh | BLM inh | POLK inh | APEX1 inh | POLI inh | Pol beta inh
Cc1cc(C(=O)CN2C(=O)NC3(CCCC3)C2=O)c(C)n1-c1ccc2c(c1)OCO2 | -8% | -14% | -0.2 | -2% | -4% | -4% | 1% | 10% | u
COc1ccc(-n2c(Cc3cccn3C)nnc2SCC(=O)NCc2ccco2)cc1 | 8% | -13% | 0.1 | 228%[activator] | -9% | u | -9% | u | 40µM*
COc1ccccc1CCNS(=O)(=O)c1cc2c3c(c1)C(C)C(=O)N3CCC2 (centres undefined) | 14% | -1% | -0.7 | 36%[activator] | -2% | -9% | -22% | -9% | 18%
CC(=O)Nc1ccc(N2S(=O)(=O)c3ccccc3S2(=O)=O)cc1 | -4% | -15% | 0.4 | -60% | 0% | -5% | 5% | 23% | 8%
O=C(CSC(=S)N1CCOCC1)Nc1ncc2c(n1)CC(c1ccco1)CC2=O (centres undefined) | -10% | 7% | 1.1 | 5% | 2% | -10% | -1% | -8%[58.9 µM] | 9%
Cc1nnc(NC(=O)CCC(=O)N2CCN(CCc3ccccc3)CC2)s1 | x | -8% | 0.3 | x | -1% | x | 3% | x | -3%
CCOC(=O)CCP(=O)(O)C(C)(O)c1ccccc1 (centres undefined) | -9% | -4% | 0.4 | 12% | 3% | 7% | 6% | -16% | u
CNC(=O)c1nc[nH]c1C(=O)NC | -4% | -2% | 0.3 | -17% | -1% | -6% | 16% | 10% | 26%
O=C(CC(=O)NC1CCCCC1)N/N=C/c1cccc2ccccc12 | 1% | u | -0.3 | 9% | -2% | -8% | 0% | 3% | u
O=C(COc1ccc(Cl)cc1)NNC(=O)c1ccccn1 | -1% | -11% | 0.5 | -1% | 1% | -14% | -2% | 65%[activator] | 0%
Cc1ccccc1NC(=O)Cc1c[nH]c2ccccc12 | -10% | -18% | 0.1 | -51% | -3% | 5% | 18% | -1% | 39%
CCCN(CC1CCCO1)C(=O)CCc1nnc(CCc2ccc(OC)cc2)o1 (centres undefined) | 19% | -5% | 0.0 | 5% | 0% | -1% | -3% | 1% | 15%
CCN(CC)c1cc(C)c2cc(NC(=O)c3cccc(OC)c3OC)ccc2n1 | -1% | 549%[activator] | 0.2 | -10% | 20% | 4% | x | 31% | 3%
O=C(Cc1c(F)cccc1Cl)Nc1ccncc1 | x | -10% | -0.3 | 6% | -5% | -4% | -2% | -1% | -1%
CCC(=O)Nc1c(-c2ccccc2Cl)c(=O)c2ccccc2n1C | -13% | 8% | 0.8 | 17% | 2% | 11% | -1% | 4% | 52%
Cc1ccc2c(c1)c1c3n2CCN(C(=O)CN2CCN(C)CC2)C3CCC1 (centres undefined) | 5% | -6% | 1.7 | 0% | 2% | -18% | 17% | 13% | 20%
COc1ccc(S(=O)(=O)n2ccnc2)cc1C(C)(C)C | 3% | -4% | -0.9 | u | -1% | 2% | x | -27% | 8%
c1ccc(COC(CN2CCCCCC2)CN2CCCCCC2)cc1 | 18% | -11% | 1.5 | u | -6% | 18% | 4% | 21% | 6%
CN(C)c1ccc(NC(=O)CCN2CCN(c3ccccn3)CC2)cc1 | 6% | -7% | 0.2 | 7% | 0% | 0% | 1% | 8% | 50%
COc1ccc(C)cc1NC(=S)N1CCN(c2ncccn2)CC1 | -14% | -3% | 0.1 | -20% | -8% | -5% | 6% | 127%[activator] | 20%
Oc1ccc(/C=N/Nc2ccc(C(F)(F)F)cn2)c(O)c1 | x | -7% | 0.6 | -15% | -16% | x | -7% | x | u
CC(=O)N(CCN1CCOCC1)Cc1cc2cc3c(cc2nc1Cl)OCO3 | 2% | -23% | 0.8 | -4% | 2% | -6% | 8% | -19% | 4%
Cc1cccc(CCN(C(=O)c2csnn2)C(C(=O)NC2CCCC2)c2ccco2)c1 (centres undefined) | 3% | -15% | -1.3 | 10% | -2% | -16% | -21% | -6% | 28%
COC(=O)[C@@]1(Cc2ccc(OC)cc2)[C@H]2c3cc(C(=O)N4CCCC4)n(Cc4ccc(C)o4)c3C[C@H]2CN1C(=O)c1ccccc1 | x | 0%&-4% | 0.9 | -28% | -10%&-12% | x | -3%&-7% | x | 19%
Cc1ccc(CSc2ccc(-c3cccs3)nn2)cc1 | 5%&1% | -6%&1% | 1.6&0.4 | -14%&14% | -3%&3% | 4%&-14% | 1% | 21%&23% | 37%&0%
COC(=O)C1=C(C)N=C2SC(C)C(=O)N2C1c1ccc(C(=O)OC)cc1 (centres undefined) | 0% | u | 0.0 | u | -9% | -19% | -8% | -8% | 2%
COc1cc(C(=O)NCC(c2ccco2)N2CCc3ccccc3C2)cc(OC)c1OC (centres undefined) | 1% | x | -0.4 | -20% | x | -12% | 14% | 14% | x
CN(CC(=O)Nc1ccccc1Br)C(=O)c1cccc([N+](=O)[O-])c1 | -7% | -9% | 0.3 | -7% | -1% | -2% | 37% | -6% | 17%
CCOc1ccc(C2Nc3ccccc3C(CC)(CC)O2)cc1 (centres undefined) | -2% | -21% | 0.0 | u | -8% | 10% | -3% | 33%[activator] | -26%
Cc1[nH]nc(NCCO)c1[N+](=O)[O-] | 0% | 0% | 0.6 | 18% | 4% | 8% | u | 51%[activator] | 2%

Source: PubChem BioAssay (National Center for Advancing Translational Sciences (NCATS))
